Bioassay records from PubChem BioAssay.
SKN-1 inh – blocks SKN-1 activity in C. elegans | hit rate 0.49% among 360,000 | AID 624304 | inhibition, % at 21.8 µM | C. elegans VP596 Pgst-4::GFP/RFP ratio, acrylamide-induced, 24 h;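 active means interference check ratio from 0.5 to 1.5 plus GFP to RFP signal ratio inhibition reaching or exceeding a fixed threshold, cut at about 30% in these data, passing the limit was not always enough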; further: some compounds called inactive have numbers as strong as hits
MT1-MMP act inh – inhibitors of human MT1-MMP activation; HT1080 RFP-PRO-GFP cells, GFP/RFP ratio fluorescence, overnight; percent of plate control window, DMSO zero; GFP/RFP ratio change, % at 20 µM; hit rate 0.061% among 360,000;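 active means GFP/RFP ratio change of at least 30% with cell ATP level not reduced by more than half and red fluorescence within 50% of control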; further: strong numbers were not always called active
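Test system: HT1080 cells expressing an RFP-PRO-GFP fluorescent reporter construct / Compound dosing: single-point 20 µM compound, 1% DMSO / Schedule: cells overnight before dosing, compound overnight, 37 °C, 5% CO2 / Evaluation: GFP/RFP fluorescence ratio / Control set: DMSO and RFP-L50D-GFP cell wells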
CSN inh – CSN deneddylation inhibition; inhibition, % at 12.5 µM; Q92905; hit rate 0.38% among 360,000; Purified CSN, SCF-Nedd8-OG deneddylation, fluorescence polarization; AID 651999;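 active means pattern-corrected inhibition above about 35%, with an unprinted fluorescence ratio check between 0.5 and 1.5, limit read from the data, passing the limit was not always enough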;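 further: 0% = enzyme with substrate and 100% = substrate without enzyme; some results filed as inactive read as strong as hits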
Target sequence (Q92905 whole entry, looked up, one chain of several): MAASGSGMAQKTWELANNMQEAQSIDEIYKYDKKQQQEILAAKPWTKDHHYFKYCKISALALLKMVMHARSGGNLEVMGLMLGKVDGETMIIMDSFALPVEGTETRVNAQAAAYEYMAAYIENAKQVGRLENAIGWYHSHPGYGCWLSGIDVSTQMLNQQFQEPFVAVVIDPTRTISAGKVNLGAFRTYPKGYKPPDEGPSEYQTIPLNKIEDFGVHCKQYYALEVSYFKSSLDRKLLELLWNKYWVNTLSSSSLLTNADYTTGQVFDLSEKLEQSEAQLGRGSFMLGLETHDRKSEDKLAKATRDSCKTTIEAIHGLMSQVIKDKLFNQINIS
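Detection – fluorescence polarization · System – HEK293T-derived human Csn5 enzyme · Controls – substrate-only high control, full reaction low control · Timing – 90 min, room temperature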
FAS TE block – blocks the thioesterase domain of human fatty acid synthase | recombinant FAS-TE, OMFH fluorogenic substrate, fluorescence endpoint | inhibition, % at 15 µM | hit rate 0.67% among 360,000;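 active means compounds whose normalised, plate-corrected inhibition of enzyme fluorescence in the single-dose primary screen is 50% or more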;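 further: 0% = DMSO with enzyme and 100% = substrate without enzyme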
Rpn11 inh – blocks the human proteasome subunit Rpn11 | human 26S proteasome, Ub4-pepOG fluorescence polarization; 20S core pre-blocked with epoxomicin | calls only at 20 µM | hit rate 0.59% among 360,000 | AID 588493;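 active means inhibition at 20 µM, scaled to each plate's controls, above about 33%, limit read from the data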
Target sequence (O00487 whole entry, looked up): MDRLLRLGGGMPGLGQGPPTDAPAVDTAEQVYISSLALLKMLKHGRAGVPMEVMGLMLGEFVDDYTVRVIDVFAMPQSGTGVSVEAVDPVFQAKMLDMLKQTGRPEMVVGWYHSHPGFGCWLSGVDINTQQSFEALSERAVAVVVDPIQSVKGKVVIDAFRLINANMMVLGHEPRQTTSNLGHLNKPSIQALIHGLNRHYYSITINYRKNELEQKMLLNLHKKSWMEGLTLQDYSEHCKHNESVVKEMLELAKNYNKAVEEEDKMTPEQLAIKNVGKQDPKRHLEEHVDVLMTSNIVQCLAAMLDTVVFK
NadD inh – NadD (S. aureus) enzyme inhibition | purified NadD enzyme, colorimetric absorbance read-out | inhibition, % at 20 µM | hit rate 0.78% among 360,000 | AID 602399; in the data active means inhibition above about 26%; further: some compounds past the cut are filed as inactive
Neddylation inh – cullin neddylation inhibition | TR-FRET cullin neddylation, biochemical | calls only at 25 µM | hit rate 0.58% among 360,000 | AID 651699; in the data active means inhibition above about 36%
PABP1 MLLE inh – inhibitors of microRNA-mediated deadenylation, human PABP1 MLLE binding; P11940; AID 588489; hit rate 0.36% among 360,000; inhibition, % at 20 µM; GST-MLLE / FITC-PAM2 fluorescence polarization; in the data active means inhibition above about 35%, passing the limit was not always enough;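 further: plate controls were DMSO wells with GST-MLLE for no effect and wells lacking GST-MLLE protein for full effect; some results filed as inactive read as strong as hits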
Rin1 Abl inh – inhibitors of human Rin1-Abl protein interaction; inhibition, % at 7.35 µM; P00519+Q13671; TR-FRET Rin1/Abl binding, biochemical; hit rate 0.4% among 360,000; in the data active means inhibition above about 5%, passing the limit was not always enough
An asterisk follows results filed as active; i = inactive; . = no result given.

Below each SMILES: SKN-1 inh, MT1-MMP act inh, CSN inh, FAS TE block, Rpn11 inh, NadD inh, Neddylation inh, PABP1 MLLE inh, Rin1 Abl inh
1) CC1CCc2nc(/C(C#N)=C/c3cccnc3)sc2C1 (configuration not stated)
  18, -3, 0, 11, i, 7, i, 15, -1
2) CC1CCCCN1C(=O)c1cc2ccccc2cc1O (configuration not stated)
  10, 9, -2, -4, i, -3, i, 2, 1
3) CC1=C(C(=O)Nc2ccc(C)cc2C)C(c2ccc(C)o2)NC(=O)N1 (configuration not stated)
  -25, -4, -6, -9, i, -8, i, -11, 0
4) CCNC(=O)NC(=O)C(C)OC(=O)c1cccnc1SC (configuration not stated)
  -7, 2, -3, -3, i, 2, i, -8, 2
5) CCOC(=O)c1c(C)[nH]c(C(=O)OCc2ccc(C)cc2)c1C
  9, -3, -1, 13, i, 3, i, 8, 2
6) NC1=NC(=O)CC(C(=O)NCc2ccccc2)S1 (configuration not stated)
  -26, 0, -4, -2, i, -6, i, -9, -2
7) O=C(NCCc1c[nH]c2ccccc12)/C(=C/c1ccco1)NC(=O)c1ccco1
  2, 2, 3, -5, i, -6, i, 2, 2
8) C/C(CC(=O)Nc1ccc(Cl)c(C(F)(F)F)c1)=N\NC(N)=S
  -10, -4, -4, 2, i, 8, i, -19, -3
9) COc1cccc(NC(=S)NC(=O)c2cncc(Br)c2)c1
  -6, 0, -6, 1, i, 1, i, 33, 1
10) Cc1cc(C)cc(NC(=O)N2CCCCCCC2)c1
  9, -2, 4, -6, i, 2, i, -13, 4
11) COc1ccc(Oc2cc(C)nc(Cl)n2)nn1
  -5, -1, 3, -8, i, -8, i, -10, 1
12) COc1ccc(O)c(CNc2ccccc2F)c1
  2, 10, 4, 0, i, 0, i, 3, 3
13) CCCCC[C@@H](/C=C/C1C(=O)C=C[C@H]1C/C=C\CCCC(=O)OC)OC(C)=O (some centres not stated)
  -12, -2, 21, 4, i, 0, i, -4, 1
14) O=C(c1cc(Cl)nc2ccccc12)N1CCN(Cc2ccc3c(c2)OCO3)CC1
  -3, 1, -3, 6, i, 6, i, 0, 1
15) O=C(Nc1ccccc1)C1=C[C@H](c2coc3ccccc3c2=O)C[C@H](OCCCCO)O1
  26, -1, 2, -4, i, -5, i, 5, 3
16) COc1ccc(CN(C)C[C@@H]2OCCCC[C@@H](C)Oc3ccc(N(C)C)cc3C(=O)N([C@H](C)CO)C[C@@H]2C)cc1
  5, 0, -1, -7, i, 4, i, -8, 4
17) COc1ccc(CNc2nc(S(=O)(=O)c3ccccc3)c(Cl)s2)cc1OC
  -8, 0, -1, 16, i, -8, i, -15, 1
18) Cc1ccc(OCCSc2ncnc3sc(C)c(C)c23)cc1C
  23, -1, 5, 13, i, -5, i, 9, 1
19) CC(=O)c1cccc(NC(=O)CCNC(=O)c2ccccc2Cl)c1
  9, 5, 0, -1, i, -7, i, -11, -1
20) O=[N+]([O-])c1cn(-c2nc(-c3ccco3)cc(C(F)(F)F)n2)cn1
  2, 2, -5, -6, i, 8, i, -2, 5
21) CC(=O)Oc1ccc(N2C(=O)C3C4C=CC(C5CC45)C3C2=O)cc1[N+](=O)[O-] (configuration not stated)
  10, 5, 2, -7, i, 1, i, 20, -1
22) C[C@@H](NC(=O)[C@H]1O[C@@H](n2cnc3c(N)ncnc32)[C@H](O)[C@@H]1O)c1cccc2ccccc12
  8, 0, 0, 0, i, -3, i, 5, -2
23) CCC(=O)Nc1ccc(NC(=O)c2cc3ccccc3o2)c(OC)c1
  9, 2, 1, -1, i, -3, i, -6, 2
24) CCOC(=O)c1c(C)[nH]c(C)c1S(=O)(=O)NCc1ccc(OCC)cc1
  -4, -2, -2, -5, i, -5, i, -1, 2
25) CC1CCCCC1NC(=O)NC(=O)COC(=O)C1=NN(c2ccccc2)C(=O)CC1 (configuration not stated)
  1, -1, 0, -7, i, 1, i, -2, 1
26) Cc1cn(C(=O)C(C)N2C(=O)c3ccccc3C2=O)c(C)n1 (configuration not stated)
  -5, -5, 3, -4, i, 2, i, -8, 1
27) CCCCn1c(N)c(N(CCOC)C(=O)c2ccc(S(=O)(=O)N3CCC(C)CC3)cc2)c(=O)[nH]c1=O
  -8, -5, -3, -4, i, -1, i, -15, 0
28) O=C(CNC1=NCCC1)c1ccc2c(c1)OCCO2
  -9, -2, -3, -10, i, 1, i, -4, 2
29) Cc1cccc(-c2noc(Cc3ccc(Cl)cc3)n2)c1
  -23, 0, 0, 23, i, -2, i, 10, 2
30) Cc1ccc(C)c(NC(=S)NCc2ccc3[nH]c4c(c3c2)CCCC4)c1
  8, 0, -1, 17, i, 11, i, -30, -1
31) Cc1nnc(SCC(=O)Nc2cccc(C(F)(F)F)c2)[nH]c1=O
  7, -2, -2, -7, i, -5, i, 2, 0
32) O=C(NCc1ccccn1)c1cccc([N+](=O)[O-])c1
  -10, -5, -4, -2, i, -5, i, 3, -1
33) CCOC(=O)C[C@H]1c2cc(F)ccc2S(=O)(=O)N1C(C)(C)C
  8, 3, 5, -7, i, -3, i, 11, 2
34) O=C(NCc1ccccc1)C1(CC2CC(c3ccccc3)=NO2)CCNCC1 (configuration not stated)
  -11, 1, 3, -6, i, 4, i, 0, 0
35) Cc1nc(N2CCN(c3ccccn3)CC2)c2c(C)c(C(=O)Nc3ccc(Cl)cc3)sc2n1
  2, -3, -3, 22, i, 29, i, -10, -3
36) CC1=C(C(=O)N2CCCCCC2)CC(CC(=O)NC2CCCCC2)C(=O)N1Cc1ccc(F)cc1 (configuration not stated)
  -1, 4, -2, 6, ., 5, i, ., .
37) COc1ccc2c(n1)Sc1nc3ccccc3nc1N2
  12, -74, 31, -26, ., 4, i, 9, -3
38) CCOC(=O)NC(=O)CSc1ccc(S(=O)(=O)N(C)C2CCCCC2)cn1
  3, -2, 0, 1, i, 2, i, 9, -3
39) Cc1ccc2c(c1)N(CC(=O)NCCCN1CCCCC1)C(=O)CO2
  1, 4, 2, -5, i, 3, i, -5, -1
40) CCOC(=O)c1cc(-c2ccccc2)nn1Cc1cc(C)no1
  5, 5, 2, 12, i, -4, i, 4, 0

The list goes on, starting with the last four of the part before.
Below each SMILES: SKN-1 inh, MT1-MMP act inh, CSN inh, FAS TE block, Rpn11 inh, NadD inh, Neddylation inh, PABP1 MLLE inh, Rin1 Abl inh
37) COc1ccc2c(n1)Sc1nc3ccccc3nc1N2
  12, -74, 31, -26, ., 4, i, 9, -3
38) CCOC(=O)NC(=O)CSc1ccc(S(=O)(=O)N(C)C2CCCCC2)cn1
  3, -2, 0, 1, i, 2, i, 9, -3
39) Cc1ccc2c(c1)N(CC(=O)NCCCN1CCCCC1)C(=O)CO2
  1, 4, 2, -5, i, 3, i, -5, -1
40) CCOC(=O)c1cc(-c2ccccc2)nn1Cc1cc(C)no1
  5, 5, 2, 12, i, -4, i, 4, 0
41) CCC(Cc1ccccc1)NC(=O)c1cc(S(=O)(=O)N2CCCCC2)c[nH]1 (configuration not stated)
  10, -5, 3, -2, i, -2, i, 6, 0
42) CSCC[C@H](NC(=O)[C@@H]1Cc2ccccc2CN1)C(=O)NC1CCCC1
  2, -5, -1, -7, i, -2, i, 1, 1
43) Cc1ccc(NC(=O)C2C3C=CC4(O3)C2C(=O)N(CCCN2CCCC2)C4C(=O)NC2CCCCC2)cc1Cl (configuration not stated)
  -4, -2, 2, -2, i, -2, i, -9, 0
44) Cc1ccccc1N1CCN(C2CCCN(C(=O)c3cc(CC(C)C)nn3C)C2)CC1 (configuration not stated)
  12, 2, -2, -1, i, 2, i, 8, 0
45) O=C(NC(=S)Nc1ccccc1)c1cc(-c2ccccc2)nc2ccccc12
  -8, -1, -1, 23, i, 15, i, 39, 2
46) COc1ccccc1-c1cc(C(F)(F)F)nc(N2CCOCC2)n1
  -13, -3, 2, 21, i, -7, i, 1, -3
47) COC(=O)[C@]1(Cc2ccccc2)N[C@H](CN(C)S(=O)(=O)c2ccc(-c3ccccc3)cc2)[C@@H]2C(=O)N(Cc3ccccc3)C(=O)[C@@H]21
  13, 6, -4, 40, i, 20, i, -14, -2
48) CCOc1ccc(CCN2C(=O)C(=O)N([C@@H](Cc3ccccc3)CN3CCC[C@H]3CN3C(=O)C(=O)NC[C@@H]3Cc3ccc(O)cc3)C[C@@H]2Cc2ccc(O)cc2)cc1
  -2, -2, 5, 0, ., 29, i, ., .
49) Cn1ncc(Br)c1NC(=O)Nc1ccccc1
  23, 5, 2, -4, i, -7, i, 3, 1
50) O=C(c1cccc(S(=O)(=O)N2CCN(c3ccccc3)CC2)c1)N1CCN(c2ccccc2O)CC1
  9, -1, -1, 10, i, 14, i, -20, 1
51) CCCCN(C)C(=O)c1cn(C)c2ccc(S(=O)(=O)N(C)C)cc2c1=O
  -8, 1, -8, -6, i, 1, i, 3, -1
52) CC(C)(C)NC(=O)[C@H]1CC[C@H]2[C@@H]3CC[C@H]4NC(=O)C=C[C@]4(C)[C@H]3CC[C@]12C
  21, -1, 2, 2, i, 3, i, -3, -1
53) CC[C@H](C)[C@H]1CNC(=O)C(=O)N1CC1CCN(CCc2ccccc2)CC1
  -6, 1, 4, -10, i, 4, i, 8, -2
54) COc1ccc(C=NNc2nc3c([nH]2)c(=O)n(C)c(=O)n3C)cc1
  -9, 1, 3, -7, i, -7, i, -5, -2
55) CC1CCN(CC2C(=O)O[C@@H]3C[C@@]4(C)CCC[C@H](C)C4=C[C@H]23)CC(C)(C)C1 (some centres not stated)
  -5, -21, 0, 7, i, -2, i, 5, 5
56) Cc1cc(NC(=O)C(C)Oc2ccccc2)no1 (configuration not stated)
  3, 1, -3, -6, i, -2, i, 4, 2
57) O=C(CN1C(=O)c2cccc3cccc(c23)C1=O)NCCN1CCOCC1
  -11, 3, 0, -7, i, -3, i, -2, -6
58) CCCN1CC=C2C(C#N)=C(N)C(C#N)(C#N)C(c3cccc(OC)c3OC)C2C1 (configuration not stated)
  3, -108, -22, -14, i, -2, i, 87, -1
59) Cc1ccccc1Nc1nc(N)nc(CN(C)Cc2ccccc2Cl)n1
  7, 1, -1, 2, i, -5, i, -9, 1
60) CCn1cc(CN2CCCC(C(=O)Nc3cccc(-c4cc5ccccc5[nH]4)c3)C2)c(C)n1 (configuration not stated)
  -8, 3, -2, 2, i, -2, i, 12, 1
61) COc1ccc(CCNC(=O)C(C)Sc2ccccc2)cc1OC (configuration not stated)
  -8, 1, -4, -7, i, -26, i, -1, -2
62) CC1(C)CC(NC(=S)Nc2ccc(S(N)(=O)=O)cc2)CC(C)(C)N1
  3, 1, 1, -3, i, -8, i, 24, 2
63) CCCN1CCC(NC(=O)Cc2cccc(C)c2)CC1
  2, 0, 4, -4, i, -5, i, 2, 0
64) COc1ccc(CNc2oc(COc3ccccc3Cl)nc2C#N)cc1
  10, 0, -1, 22, i, -7, i, -4, -4
65) Cc1ccc(CNC(=O)C2=CCN(S(=O)(=O)c3ccc(C)cc3)CC2)cc1
  -2, -4, -6, 5, i, -2, i, 12, 1
66) O=C(NCc1nnc(SCC(=O)N2CCc3ccccc32)o1)c1ccco1
  -2, -2, 3, -12, i, 6, i, 19, 0
67) CC(C)C(C(=O)O)N1CCS(=O)(=O)CC1 (configuration not stated)
  3, 0, -6, -5, i, 2, i, 8, 4
68) Cc1ccc(N2CCN(C(=O)c3cc(-c4ccc(F)cc4)[nH]c3C)CC2C)cc1 (configuration not stated)
  8, -1, 2, 14, i, -3, i, -14, 0
69) COC(=O)c1c(C)oc2ccc(N(C(=O)Oc3ccccc3)S(=O)(=O)c3ccc(Cl)c([N+](=O)[O-])c3)cc12
  -2, 1, 1, 30, i, 31*, i, -10, 2
70) COc1ccccc1C1CN=NC12CCCc1ccccc1C2=O (configuration not stated)
  16, 7, 3, 13, i, -5, i, -5, -2
71) COc1ccc(S(=O)(=O)N2CCOCC2)cc1NC(=O)Cc1cccs1
  -13, 2, -1, -7, i, 0, i, 1, -2
